# NCI-60 one-dose screen, 48 h, at 10 µM unless noted. Numbers give growth in % (100 = growth as untreated, 0 = no growth, -100 = all killed).
# RXF 393: RXF 393 renal cancer cells; 6.9% of 77,000 active; AID 1794773
# OVCAR-4: OVCAR-4 ovarian cancer cells | AID 1794784 | 3.7% of 80,000 active
# OVCAR-3: OVCAR-3 ovarian cancer | 7% of 79,000 active | AID 1794787
# SK-OV-3: SK-OV-3 ovarian cancer cells; 3.2% of 80,000 active
# A498: A498 renal cancer cells; 5.4% of 76,000 active; AID 1794774
# OVCAR-8: OVCAR-8 ovarian cancer; 4.4% of 81,000 active
# ACHN: ACHN renal cancer; 4.9% of 81,000 active; AID 1794771
# OVCAR-5: OVCAR-5 ovarian cancer; 2.9% of 82,000 active
# IGROV1: IGROV1 ovarian cancer; 4.7% of 79,000 active
# Active calls of the source: *; . = not tested or not shown; & = joins results of further samples. Rule for the calls: active = growth percent below 10; inactive = the rest.
SMILES,RXF 393,OVCAR-4,OVCAR-3,SK-OV-3,A498,OVCAR-8,ACHN,OVCAR-5,IGROV1
O=C(/C=C/c1ccccc1)c1cccc(Nc2nc(Nc3ccccc3)nc(Nc3ccccc3)n2)c1,57,91,102,100,99,81,95,91,.
Cc1ccc(-c2ccc(/C=C(\C#N)c3nc(-c4ccco4)cs3)o2)cc1,136,28,112,101,106,100,99,77,63
COc1ccc2cc(/C=C3\SC(=Nc4ccc(S(N)(=O)=O)cc4)NC3=O)c(Cl)nc2c1,91,108,109,100,.,101,102,102,94
O=C(O)c1ccc(Nc2ncnc3c2cnn3-c2cccc(Br)c2)cc1,83,98,102,98,60,99,98,109,95
CCn1c2ccc(O)cc2c2c(C)c3c[n+](C(C)C)ccc3c(C)c21,53,43,20,90,68,38,35,84,51
O=C1CC(c2nc3ccccc3s2)CN1c1ccc(Cl)cc1 (centres undefined),.,90,100,93,107,99,88,86,88
CCOC(=O)Cn1c(-c2ccc(S(C)(=O)=O)cc2)nc2ccccc21,114,103,102,113,102,100,106,99,99
Cc1cc(O)cc2c1[C@H]1CC[C@]3(C)C(=O)CC[C@H]3[C@@H]1C=C2,107,97,121,123,101,99,96,114,128
Clc1ccc(CCc2ccc(Cl)cc2)cc1,106,105,102,121,102,.,110,109,.
Fc1ccc2[nH]cc(-c3nn4cc(-c5nccs5)nc4s3)c2c1,96,90,.,89,108,97,80,107,70
Nc1ccc(O)c(O)c1,108,109,110,110,101,98,108,114,110
COc1cc2cc(Oc3ccc(NC(=O)c4ccc(Cl)c(C(F)(F)F)c4)cc3)c(C)nc2cc1OC,51,42,0.0*,28,24,28,27,51,21
Nc1ccccc1-c1cc2c(c3c1[nH]c1ccccc13)-c1ccccc1CC2,100,90,91,87,.,91,88,97,95
COc1ccccc1/C=C1\Oc2ccc(O)c(O)c2C1=O,90,84,102,105,85,94,101,105,99
CCOP(=O)(CCCc1cc2c(c(OC)c1OC)OCO2)OCC,96,106,111,116,89,100,105,106,105
NS(=O)(=O)c1ccc(N=C2NC(=O)/C(=C/c3cc4ccccc4nc3Cl)S2)cc1,118,108,118,115,109,101,101,99,104
C=CC1=C(C)C2=NC1=CC1=NC(=CC3=C(C)C4=C(O)CC(=C5NC(=C2)C(C)C5CCC(=O)O)C4=N3)C(CC)=C1C (centres undefined),.,86,105,.,79,102,90,107,109
N#Cc1c(N2CCNCC2)nc2sc3cccc(Cl)c3n2c1=N,128,.,103,.,.,99,94,115,82
NCCCn1c2c(c3cc(-c4ccn[nH]4)ccc3c1=O)C(=O)c1ccccc1-2,79,50,59,82,72,41,20,99,35
CCOC(=O)c1c2c(n3cccc(Cl)c13)C(=O)c1ncccc1C2=O,.,24,5.4*,54,79,12,26,84,62
COc1cccc(COc2ccc(NC(=O)Nc3ccccc3)cc2)c1,60,61,81,83,91,83,77,94,92
Ic1ccc(SSc2ccc(I)cc2)cc1,100,100,102,113,.,93,113,114,82
CN(C)c1ccc(-c2ccc(-c3ccc(C(=N)N)c(F)c3)s2)cc1,-83*,-85*,-88*,.,4.9*,-26*,-96*,-89*,-84*
O=[N+]([O-])c1cnc(N2CCN(c3ccc(C(F)(F)F)cc3)CC2)nc1N1CCN(c2ccc(C(F)(F)F)cc2)CC1,111,93,100,82,127,93,97,104,60
COc1ccc(-c2cc(C(=O)N3N=C(c4ccc(OC)c(OC)c4)CC3c3cc(-c4ccccc4)nn3-c3ccccc3)c3ccccc3n2)cc1 (centres undefined),84,110,95,104,88,97,101,106,103
# Next part.
SMILES,RXF 393,OVCAR-4,OVCAR-3,SK-OV-3,A498,OVCAR-8,ACHN,OVCAR-5,IGROV1
COc1ccc(C/C(C)=C(/c2ccc(OCCN3CCCCC3)cc2)c2ccc(OC(=O)NCc3ccccc3)cc2)cc1,-91*,-91*,-89*,-94*,-97*,-83*,-100*,-79*,-71*
Nc1cc(=O)[nH]c(=S)n1-c1ccccc1,114,113,104,112,104,114,107,.,99
C=CCc1c(N(C)c2ccc(OC)cc2)ncnc1-n1cnc2ccccc21,104,97,102,101,66,90,89,87,.
O=C(OCC1CCCO1)c1ccc([N+](=O)[O-])cc1 (centres undefined),102,117,111,98,82,99,104,109,101
COc1ccc2c(O)c(/C=C3\N=Nc4ncccc43)oc2c1C[C@@H]1CCNC[C@H]1F,-68*,-38*,-18*,15,-32*,-21*,-53*,17,-2.1*
Cc1c(C(=O)O)nnn1-c1nccs1,112,97,106,91,86,92,100,104,104
CC[N+](CC)(CC)c1ccccc1,110,99,113,102,89,114,109,110,105
COc1ccc(-c2nc(Nc3ccc(F)cc3)nc(Nc3ccc4c(c3)nc(C)n4Cc3ccccc3)n2)cc1,36,43,50,77,73,18,37,88,36
O=C(CSc1nc2sc3c(c2c(=O)n1-c1ccc(Cl)cc1)CCCC3)NNC(=O)Nc1ccc(Cl)c(C(F)(F)F)c1,71,16,4.4*,75,-16*,27,13,49,30
COc1ccc(CN2c3ccccc3Oc3ccccc32)cc1O,50,55,19,31,106,36,36,91,45
CNC(=O)c1cc(Oc2ccc(NC(=O)c3[nH]c(SC)nc3-c3ccc(F)cc3)cc2)ccn1,71,61,88,34,61,69,40,100,55
CCCCn1cnc2c(=O)[nH]cnc21,118,113,113,104,108,115,90,99,115
CC/C=C\C[C@H](F)C/C=C1/C(=O)C=C[C@@H]1C/C=C\CCCC(=O)O,75,84,27,86,106,11,39,86,65
CCOC(=O)CC(=O)c1cc(OC)c(OC)c(OC)c1,103,101,110,115,106,113,100,86,104
Clc1ccc(CSc2ccc(Cl)cc2)cc1,105,97,110,97,83,99,110,103,101
Cc1cc(-c2ccccc2)n2nc(N)c(=S)nc2n1,113,104,112,103,96,105,99,102,98
O=C(/C=C/c1ccc(Cl)cc1Cl)c1cccc(OCCCOc2cccc(C(=O)/C=C/c3ccc(Cl)cc3Cl)c2)c1,96,98,108,101,90,97,101,101,98
O=C(CCN1C(=O)/C(=C/c2ccc(O)cc2)SC1=S)Nc1ccccc1,103,90,108,66,98,95,92,106,95
COc1cc(OC)c(C(C)=O)cc1OC,90,96,117,98,107,105,103,92,107
S=c1[nH]nc(-c2ccc(-n3nc(-c4ccccc4)c4ccccc43)cc2)o1,101,88,97,117,80,99,100,104,103
C=C1CC[C@H]2[C@@](C)(CCC3OC(c4ccc(OCc5cn(C6OC(COC(C)=O)[C@H](OC(C)=O)C(OC(C)=O)C6OC(C)=O)nn5)cc4)OC[C@]32C)[C@@H]1/C=C/C1=CCOC1=O (some centres undefined),106,109,114,121,.,98,102,106,101
O=C(O)C(c1ccccc1)N1C(=O)/C(=C/C2=Cc3ccccc3OC2)SC1=S (centres undefined),109,103,102,103,83,101,94,95,95
CCN(CC)CC(O)CNc1ccc(NCC2CO2)c2c1C(=O)c1ccccc1C2=O (centres undefined),4.3*,.,-1.5*,22,82,.,-55*,-4.1*,-59*
CCC(C)C(N)C(=O)NC(CC(N)=O)C(=O)NC(CC(C)C)C(=O)NC(CCCCN)C(=O)NC(C)C(=O)NC(CC(C)C)C(=O)NC(C)C(=O)NC(C)C(=O)NC(CC(C)C)C(=O)NC(C)C(=O)NC(CCCCN)C(=O)NC(CCCCN)C(=O)NC(C(=O)NC(CC(C)C)C(N)=O)C(C)CC (centres undefined),40,95,117,110,.,.,87,166,102
CC(CCC1CCCO1)OC(=O)CCCCCCCC(=O)OC(C)CCC1CCCO1 (centres undefined),111,105,119,98,111,105,109,114,116
# Next structures:
SMILES,RXF 393,OVCAR-4,OVCAR-3,SK-OV-3,A498,OVCAR-8,ACHN,OVCAR-5,IGROV1
CCC(C)[C@@H]1NC(=O)[C@@H]2CCCN2C(=O)[C@H](Cc2ccccc2)NC(=O)[C@@H]2CCCN2C(=O)[C@H](Cc2ccccc2)NC(=O)[C@@H]2CCCN2C(=O)[C@H](Cc2ccccc2)NC1=O (some centres undefined),111,106,126,103,108,113,103,105,120
N#Cc1ncc(-c2ccc(C(F)(F)F)cc2)c(NCc2cc(C(F)(F)F)cc(C(F)(F)F)c2)n1,36,21,11,63,15,31,0.9*,57,41
Cc1cccc2cc(-c3cc4ccccc4[nH]3)c(=Nc3ccc(Cl)cc3)oc12,100,105,102,82,.,96,84,96,79
Cc1nc(Nc2ncc(C(=O)Nc3c(C)cccc3Cl)s2)cc(N2CCN(CCCNC(=O)COc3ccc(C4CCC(=O)NC4=O)cc3)CC2)n1 (centres undefined),-51*,86,72,-18*,8.0*,34,8.3*,26,-45*
NNC(=O)CSCc1nc(N)nc(Nc2ccccc2F)n1,102,97,100,107,101,99,106,107,94
N#Cc1c(-c2ccccc2)cc(-c2ccccc2)n(CCCCCC(=O)O)c1=O,90,111,104,112,.,96,103,107,103
C#CCNC(=O)[C@]1(C)CC[C@]2(C)CC[C@@H]3C(=CC[C@H]4[C@@]3(C)CC[C@H]3C(C)(C)C(=O)CC[C@]43C)[C@@H]2C1,116,91,96,92,.,97,98,102,60
CCN(CC)CCN(CCN(CC)CC)c1ccccc1,91,101,109,93,94,91,96,94,90
C=C(C)CN(CC(=C)C)C(=N)OC,117,114,118,94,119,111,105,96,.
COc1cc(C2CC(c3cc(OC)c(OC)c(OC)c3)=NN2c2ccccc2)ccc1OCc1ccc(F)cc1 (centres undefined),109,102,107,90,106,97,95,96,93
C/C(=N\Nc1ccc(S(N)(=O)=O)cc1)c1ccc(N=Nc2c(Nc3ccccc3)[nH][nH]c2=O)cc1,-24*,43,-2.2*,-15*,35,-20*,42,58,43
COc1cc(CCC(N)c2cccc(O)c2)cc(OC)c1OC (centres undefined),122,110,102,95,.,101,98,98,97
c1ccc(SSc2ccccc2)cc1,100&110,101&109,112&108,116&106,38&95,102&98,109&104,99&107,111&97
CCCC(=O)NC(c1cccc(N(C)C)c1)c1cc(C)c2cccnc2c1O (centres undefined),82,53,8.3*,56,.,44,38,87,40
C[C@@H]1CCCCCCCCC[C@H](OC(=O)CCC(=O)O)C(=O)/C=C/C(=O)O1,88,99,106,85,87,85,93,95,106
C[N+]1=C(/C=C/c2ccc(O)cc2)C(C)(C)c2ccccc21,103,104,101,104,79,94,96,92,102
CN1CC(c2nc3ccccc3[nH]2)CC1=O (centres undefined),105,109,104,96,129,103,100,105,95
Cn1[nH]c(=O)[nH]c1=O,100,99,110,97,98,102,107,102,102
Cc1c(C(=O)NC(Cc2ccccc2)C(O)C(=O)NCc2ccc(F)cc2)[nH]c2ccccc2c1=O (centres undefined),114,107,114,104,107,103,107,91,103
O=C(NNC(=O)c1cccc2ccccc12)c1ccc(F)cc1,117,105,110,111,111,107,121,119,115
CCN(CC)CCN(C(=O)C(c1ccccc1)c1ccccc1)c1ccc(OC)cc1,94,97,100,106,96,96,96,96,77
O=C1C(Br)=CC2C1C1C3CCC3C2(Br)C12OCCO2 (centres undefined),18,59,12,32,52,28,33,34,37
O=C(/C=C/c1c[nH]c2ccccc12)c1ccc(O)c(CN2CCN(c3ccc(F)cc3)CC2)c1,108,94,103,101,98,95,92,91,106
c1ccc2c(c1)ccc[n+]2CCC1CCCCC1,98,90,73,86,59,55,103,101,90
COc1cc2c(cc1O)CCN1C[C@@H](CC(C)C)[C@@H](O)C[C@@H]21,107,99,108,107,107,101,103,94,.
# Remaining list, next part:
SMILES,RXF 393,OVCAR-4,OVCAR-3,SK-OV-3,A498,OVCAR-8,ACHN,OVCAR-5,IGROV1
CC(=O)N=c1ccc2nc3c(cc(N)c4ccccc43)oc-2c1,14,-90*,-83*,80,80,-22*,32,-73*,-82*
O=C(O)CCCn1c2c(sc3ccccc32)c(=O)n2nnc(-c3ccccc3)c12,52,93,104,91,.,78,79,155,.
COc1cc(/C=C/c2cccnc2Nc2ccc(O)cc2)cc(OC)c1OC,108,71,97,109,.,86,88,91,124
NC(CCc1nc2ccccc2c(=O)[nH]1)C(=O)O (centres undefined),115,103,119,.,.,104,113,105,99
CC1=C2C3OC(=O)C(C)C3CCC2(C)C=C(Cl)C1=O (centres undefined),85,.,114,93,89,108,95,99,108
COc1cc(CNC(=O)Cc2ccccc2)ccc1OCc1cn(-c2ccc(Cl)c(Cl)c2)nn1,103,83,101,.,.,95,101,96,107
CC(C)NC(=O)N1C(=O)CCC1C(=O)NCc1ccc(Cl)cc1Cl (centres undefined),112,94,108,103,99,103,105,101,104

# Structures from the list above that contain a cyano group (four):
SMILES,RXF 393,OVCAR-4,OVCAR-3,SK-OV-3,A498,OVCAR-8,ACHN,OVCAR-5,IGROV1
Cc1ccc(-c2ccc(/C=C(\C#N)c3nc(-c4ccco4)cs3)o2)cc1,136,28,112,101,106,100,99,77,63
N#Cc1c(N2CCNCC2)nc2sc3cccc(Cl)c3n2c1=N,128,.,103,.,.,99,94,115,82
N#Cc1ncc(-c2ccc(C(F)(F)F)cc2)c(NCc2cc(C(F)(F)F)cc(C(F)(F)F)c2)n1,36,21,11,63,15,31,0.9*,57,41
N#Cc1c(-c2ccccc2)cc(-c2ccccc2)n(CCCCCC(=O)O)c1=O,90,111,104,112,.,96,103,107,103

# Full records from above:
# Results for `COc1cc(/C=C/c2cccnc2Nc2ccc(O)cc2)cc(OC)c1OC` → RXF 393 = 108; OVCAR-4 = 71; OVCAR-3 = 97; SK-OV-3 = 109; A498 = .; OVCAR-8 = 86; ACHN = 88; OVCAR-5 = 91; IGROV1 = 124
# Results for `CC1=C2C3OC(=O)C(C)C3CCC2(C)C=C(Cl)C1=O` (centres undefined) → RXF 393 = 85; OVCAR-4 = .; OVCAR-3 = 114; SK-OV-3 = 93; A498 = 89; OVCAR-8 = 108; ACHN = 95; OVCAR-5 = 99; IGROV1 = 108
# Results for `COc1cc(CNC(=O)Cc2ccccc2)ccc1OCc1cn(-c2ccc(Cl)c(Cl)c2)nn1` → RXF 393 = 103; OVCAR-4 = 83; OVCAR-3 = 101; SK-OV-3 = .; A498 = .; OVCAR-8 = 95; ACHN = 101; OVCAR-5 = 96; IGROV1 = 107

# Source: PubChem
